ELG1 DNA repair: ELG1-dependent DNA repair inhibition; HEK293T ELG1-luciferase reporter, luminescence, 16 h; DNA damage induced by 5-fluorouridine; Potency, µM (series often up to 46.1 µM), inactives show at the top dose activity change, negative = inhibition, usual class: inhibitors; 330,000 compounds, 2.3% hits; AID 504467; note: potency is the fitted concentration of half-maximal effect; % is set by controls: 0 for no effect and ±100 for the full control effect; nearly all actives have a fitted effect of over 55% in size
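5-Fluorouridine DNA damage + compound/DMSO, 2,000 cells/well, 16 h, 37 °C/5% CO2. ONE-Glo, 30 min RT, luminescence. Readout = decrease in reporter signal.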
BRCA1 expr act: BRCA1 expression activation. MCF7-BRCA1-FFLuc reporter, luminescence, 48 h; response scale: scaled: vehicle 0%, 10 µM genistein 100%. Potency, µM (doses to about 46.1 µM), inactives show at the highest dose activation, actives largely listed as activators. 380,000 compounds, 1.1% hits; note: potency is the fitted concentration of half-maximal effect; nearly all actives have a fitted effect of over 80% in size; some results filed as inactive show a strong effect at the top dose
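Cells: MCF7-BRCA1-FFLuc, 2000/well. Exposure: 48 h, 37 °C, 5% CO2. Read: luminescence, 15 min post-substrate. Controls: genistein 10 microM (maximal activation), DMSO (neutral).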
ELG1 genotoxic: inducers of genotoxicity in HEK293T ELG1-luciferase cells; HEK293T ELG1-luciferase reporter, luminescence, 16 h; Potency, µM (top dose mostly 46 µM), inactives show at the top dose activity change, positive = activation, most hits filed as activators; 330,000 compounds, 1.3% hits; AID 504466; note: potency is the fitted concentration of half-maximal effect; % of control where 0% means no effect; nearly all actives have a fitted effect of over 60% in size
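ELG1-luciferase HEK293T cells, 2,000/well; compound pinned in; 16 hr, 37 °C, 5% CO2; ONE-Glo, 30 min RT; luminescence on CCD imager.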
Rab9 prom act: Rab9 promoter activation; Potency, µM (top dose mostly 9.22 µM), inactives show at the top dose activation, negative = inhibition, hits mostly activators; 320,000 compounds, 2.8% hits; Huh7 Rab9 promoter-luciferase reporter, luminescence, 24 h; note: potency is the fitted concentration of half-maximal effect; % of control where 0% means no effect; nearly all actives have a fitted effect of over 60% in size
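Huh7 reporter line, Rab9 promoter upstream of luciferase. Compound exposure 24 h at 37 °C in reduced-serum medium with 10% FBS. Read-out: luminescence.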
Tb PFK inh: blocks T. brucei phosphofructokinase; T. brucei PFK, ADP-Glo luminescence; Potency, µM (doses to about 57.5 µM), for inactives: at the top dose activity, negative = inhibition, actives largely listed as inhibitors; 330,000 compounds, 0.17% hits;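 note: potency is the fitted concentration of half-maximal effect; 0% = uninhibited 1x PFK enzyme wells and -100% = no-enzyme wells; nearly all actives have a fitted effect of over 60% in size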
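Luminescent ADP detection (ADP-Glo, two-step: ATP depletion then ADP-to-ATP conversion for luciferase) reported PFK activity after 45 min room-temperature reaction of 1.25 nM enzyme with 0.5 mM F6P and 0.1 mM ATP at pH 8.0.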
VP16 counter: counter-screen for ROR gamma inhibitors: Gal4-VP16 reporter; Potency, µM (series often up to 53.6 µM), without a hit: top-dose activity, negative = inhibition, most hits filed as inhibitors; Drosophila S2 Gal4-VP16 UAS-luciferase, luminescence, 20 h; 310,000 compounds, 3.5% hits; AID 2546;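 note: Gal4-VP16 expression switched on by copper sulfate through the metallothionein promoter; potency is the fitted concentration of half-maximal effect; % is set by controls: 0 for no effect and ±100 for the full control effect; nearly all actives have a fitted effect of over 50% in size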
p53 reactivation: mutant p53 re-activation in reporter cells. H1299 p53-A138V BP100-luciferase reporter, luminescence, 24 h. Potency, µM (top dose mostly 92.2 µM), inactives show top-dose activity change, positive = activation, actives largely listed as activators. 320,000 compounds, 0.063% hits. AID 504706; note: potency is the fitted concentration of half-maximal effect; % of control where 0% means no effect; nearly all actives have a fitted effect of over 45% in size
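p53-null H1299 cells stably carrying temperature-sensitive p53-A138V and a BP100-luciferase reporter were pinned with compounds (4-point, 1:5 series) and held 24 hrs at 37 deg C. Luminescence was read 10 min after detection reagent.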
NPC1 promoter act: NPC1 promoter activation; Potency, µM (titrated, usually from 9.22 µM), for the others: at the highest dose activation, most hits filed as activators; AID 485313; Huh7 NPC1 promoter luciferase reporter, 24 h; 320,000 compounds, 2.4% hits;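 note: potency is the fitted concentration of half-maximal effect; % of control where 0% means no effect; nearly all actives have a fitted effect of over 60% in size; reporter is driven by a mutant NPC1 promoter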
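NPC1 promoter–luciferase Huh7 cells; 24 h compound; luminescence.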
TRPV1 agonist: human TRPV1 agonism; Q8NER1; TRPV1-expressing cells, Fluo-8 calcium influx, agonist mode; activation, % at 8.33 µM; 320,000 compounds, 0.19% hits; in the data active = activation above about 80%; inconclusive = between about 30% and that limit; note: 0% is about no effect
Target sequence (Q8NER1 whole entry, looked up): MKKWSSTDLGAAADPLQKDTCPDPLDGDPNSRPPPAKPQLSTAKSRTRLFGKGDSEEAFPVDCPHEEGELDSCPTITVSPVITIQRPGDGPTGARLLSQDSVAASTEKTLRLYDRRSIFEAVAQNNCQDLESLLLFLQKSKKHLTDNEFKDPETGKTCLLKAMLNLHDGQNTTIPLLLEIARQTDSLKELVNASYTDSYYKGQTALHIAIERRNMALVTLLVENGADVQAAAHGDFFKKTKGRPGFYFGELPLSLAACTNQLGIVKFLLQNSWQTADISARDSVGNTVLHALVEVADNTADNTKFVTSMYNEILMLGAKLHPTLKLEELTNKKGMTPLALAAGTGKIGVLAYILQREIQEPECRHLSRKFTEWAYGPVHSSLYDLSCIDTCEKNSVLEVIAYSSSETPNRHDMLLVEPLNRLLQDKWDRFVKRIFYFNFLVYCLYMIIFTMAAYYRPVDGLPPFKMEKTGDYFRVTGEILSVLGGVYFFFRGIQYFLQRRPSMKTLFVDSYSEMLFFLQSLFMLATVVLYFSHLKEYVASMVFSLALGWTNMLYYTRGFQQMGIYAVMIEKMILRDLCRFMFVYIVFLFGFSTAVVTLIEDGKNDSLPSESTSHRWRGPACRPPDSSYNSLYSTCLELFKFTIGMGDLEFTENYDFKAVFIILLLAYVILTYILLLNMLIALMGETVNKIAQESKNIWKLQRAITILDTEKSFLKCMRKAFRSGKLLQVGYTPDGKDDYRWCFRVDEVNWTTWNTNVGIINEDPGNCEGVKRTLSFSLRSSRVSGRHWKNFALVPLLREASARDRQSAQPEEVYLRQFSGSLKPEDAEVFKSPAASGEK
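TRPV1-expressing cells were cultured overnight at 35.5C and loaded with Fluo-8 calcium dye for 40 to 90 min at room temperature. After a 10 s baseline, compound was added and calcium influx was read kinetically for 3 min (ex 480/em 520 nm).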
FLuc modulator: firefly luciferase modulation, counter-screen for miR-21 project; P08659; purified FLuc, Km substrates, luminescence inhibition; Potency, µM (doses to about 57.5 µM), for inactives: at the top dose activity change, negative = inhibition, most hits filed as inhibitors; 360,000 compounds, 6.9% hits; AID 588342;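 note: potency is the fitted concentration of half-maximal effect; plate controls were vehicle for no effect and reference inhibitor for full effect; nearly all actives have a fitted effect of over 55% in size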
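Purified P. pyralis luciferase (10nM final) with 10uM D-luciferin and 10uM ATP (Km levels) in 50mM Tris acetate pH 7.5, 10mM Mg acetate, 0.01% Tween-20, 0.05% BSA; qHTS 6-point titration, ~60 µM downward; luminescence read.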
RORg inh: inhibitors of mouse ROR gamma transcriptional activity; P51450; Drosophila S2 Gal4-RORgamma UAS-luciferase reporter, 20 h; Potency, µM (doses to about 53.6 µM), without a hit: at the highest dose activity change, negative = inhibition, usual class: inhibitors; 310,000 compounds, 5.4% hits; note: potency is the fitted concentration of half-maximal effect; % is set by controls: 0 for no effect and ±100 for the full control effect; nearly all actives have a fitted effect of over 60% in size
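ROR gamma transcriptional activity was tracked as Gal4-UAS luciferase output in stably transfected Drosophila Schneider cells, with compound added 1 hr before 700 uM copper sulfate induction and a 20 hr ambient-temperature incubation.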
Numbers without * were called inactive; ? = inconclusive; · = not tested or not shown; [ ] = remark or other dose. Unless noted, calls come from the whole dose curve; as a rule, active = well fitted curve in the direction sought with a large enough effect; inconclusive = small, poorly fitted or top-dose-only effect, or another doubt; inactive = no such curve, though single readings can be large; an effect the other way counts as inactive or inconclusive.

SMILES	ELG1 DNA repair	BRCA1 expr act	ELG1 genotoxic	Rab9 prom act	Tb PFK inh	VP16 counter	p53 reactivation	NPC1 promoter act	TRPV1 agonist	FLuc modulator	RORg inh
CC1=C(C)CC(C(=O)N2CCN(Cc3ccc4c(c3)OCO4)CC2)C(C(=O)O)C1 (configuration not stated)	0%	-5%	-1%	-5%	-2%	2%	-1%	-2%	1	-1%	23%
COc1ccc(OC)c(/C=N/NC(=O)CNC(=O)c2ccc(S(=O)(=O)N3CCOCC3)cc2)c1	2%	-7%	4%	-6%	-1%	-4%	3%	0%	-13	2%	29%
COC(=O)c1ccc2nc(C(F)(F)F)[nH]c2c1	?	29%	-5%	9%	2%	4%	?	10%	-1	?	0%
CCOc1ccc(CCNC(=O)CN2C(=O)NC(CCSC)C2=O)cc1OCC (configuration not stated)	6%	0%	1%	0%	-2%	4%	0%	6%	-1	-2%	10%
OC(COc1ccccc1)CN1CCC(Cc2ccccc2)CC1 (configuration not stated)	-1%	-11%	-5%	-7%	1%	-1%	17%	0%	6	3%	-9%
Clc1ccc(CN2C3=NCCN3c3ccccc32)cc1Cl	?	-31%	-12%	-6%	6.7µM*	-16%	2%	-2%	-4	7%	18µM*
COc1ccc2ccccc2c1CN1CCN(Cc2ccccc2)CC1	-10%	-11%	-2%	3%	3%	-3%	2%	-2%	13	3%	17%
COc1ccccc1NC(=O)c1cc(=O)[nH]c2ccccc12	11%	-44%	-1%	11%	0%	-6%	?	11%	1	-3%	7%[1.91 µM]
O=C(N/N=C/C=C/c1cccc([N+](=O)[O-])c1)C(O)c1ccccc1 (configuration not stated)	7%	-4%	1%	1%	-10%	6%	3%	0%	0	-4%	-13%
Cc1cc2n(n1)SC(Nc1ccc(F)cc1)N2 (configuration not stated)	?	35%	3%	5%	-6%	?	8%	-1%	-2	?	?
N#CC1(NC(=O)CSc2nc3ccccc3o2)CCCCC1	4%	2%	3%	·	1%	·	3%	·	·	·	·
CCCOc1ccc(Cn2c(=O)oc3ccc(C)cc32)cc1	2%	-1%	13%	0%	19%	-22%	1%	0%	18	-3%	-14%
CCC(C)Sc1ccc([C@@H]2[C@@H]3C(=O)N(C)C(=O)[C@@H]3[C@]3(C(=O)OC)CCCCN23)cc1 (some centres not stated)	3%	-1%	-4%	-6%	0%	·	3%	-6%	17	-1%	·
O=C(CCC(=O)N1CCN(S(=O)(=O)c2ccc([N+](=O)[O-])cc2)CC1)N1CCOCC1	13%	-6%	0%	·	0%	·	0%	·	·	·	·
C=CCOC(=O)COc1ccc2c(C)c(CC)c(=O)oc2c1	-6%	0%	-1%	-3%	-1%	10%	10%	5%	10	12µM*	-2%
C=CCOn1c(=O)c(=O)n(OCc2ccccc2)c2ccccc21	-14%	3%	1%	2%	3%	2%	1%	0%	0	2%	-35%
COc1ccc(NC(=O)c2cccc(Cl)c2)c[n+]1[O-]	11%	4%	2%	-3%	0%	5%	-6%	-7%	0	4%	-6%
Cn1nc(-c2ccccc2)c2nc3ccccc3nc21	0%	-62%	-9%	4%	-3%	4%	1%	2%	13	-7%	10%
COc1nc(C)ccc1-c1noc(-c2cccnc2)n1	?	26%	?	?	-3%	-4%	6%	?	-1	24µM*	14µM*
CC1(C)CC(O)C(CCC(O)c2ccccc2)C(C)(C)N1 (configuration not stated)	0%	-5%	2%	-3%	0%	-1%	-3%	0%	-2	0%	5%
CCCNS(=O)(=O)c1ccc2c(c1)CCCN2C(C)=O	21%	-40%	0%	-3%	0%	-13%	-1%	-2%	-1	1%	-36%
Cc1cnc(C(=O)Nc2ccc(N3CCOCC3)cc2)cn1	?	96%	?	?	6%	?	?	25%	4	?	18%
Cc1ccc(N2CCN(C(=S)c3ccc(-c4ccccc4[N+](=O)[O-])o3)CC2)cc1	-25%	-7%	-2%	-1%	1%	-2%	-2%	-1%	1	?	-6%
CCNC(=O)CC1C(=O)N(c2ccccc2)C(=O)N1CCc1ccc(OC)c(OC)c1 (configuration not stated)	2%	2%	-1%	-1%	3%	3%	-2%	1%	-1	3%	25%
C=CCSc1nc2c(C(=O)OCC)nnn2c2ccccc12	-9%	-46%	-3%	1%	0%	1%	-8%	-6%	?	0%	2%
SMILES	ELG1 DNA repair	BRCA1 expr act	ELG1 genotoxic	Rab9 prom act	Tb PFK inh	VP16 counter	p53 reactivation	NPC1 promoter act	TRPV1 agonist	FLuc modulator	RORg inh
COc1cc(-c2nc(N)n[nH]2)cc(OC)c1OC	?	3%	8%	5%	5%	-5%	16%	0%	-1	2%	-27%
O=C(NC1CCCC1)C(c1ccsc1)N(C(=O)Cc1cccs1)c1ccccc1 (configuration not stated)	10%	9%	3%	-2%	-1%	-7%	-4%	-1%	1	2%	?
CC1CCCC(NC(=O)COC(=O)Cc2cn3ccsc3n2)C1C (configuration not stated)	20%	-5%	2%	-2%	4%	-4%	-2%	-1%	-3	-5%	5%
CCOc1ccc(S(=O)(=O)NCCc2ccccn2)cc1	-1%	0%	2%	·	0%	·	-3%	·	·	·	·
COC(=O)c1c(C)[nH]c(C)c1-c1ccccc1Cl	20%	-17%	0%	1%	1%	-2%	5%	-1%	4	11%	?
Cc1cccc(OCC(=O)Nc2ccc3c(c2)nc(CCN2CCN(c4ccccn4)CC2)n3C)c1	15µM*	-47%	-15%	-21%	-2%	1%	1%	-19%	2	-11%	-19%
CCCN1CCN(CCCNC(=O)c2cc3c(=O)[nH]c4ccc(C)cc4c3s2)CC1	6%	-65%	6%	-16%	1%	?	-3%	-4%	-3	-1%	?
CCCCN1CC(=O)N2[C@H](c3ccc(OC)cc3)[C@@H]3C(=O)N(CC)C(=O)[C@@H]3[C@]2(C)C1=O	-7%	4%	1%	-5%	-1%	6%	9%	-1%	-1	-3%	-34%
CCn1c(Cc2ccc(OC)cc2)nnc1SCc1nc2ccccc2c(=O)[nH]1	4%	-16%	-2%	-5%	4%	-8%	0%	-4%	0	4%	?
CC(C)Nc1nc2ccccc2c(=O)[nH]1	-2%	-4%	1%	1%	5%	-14%	-1%	-2%	-4	-4%	-23%
Cc1cccc(Nc2ccccc2C(=O)NCc2ccco2)c1C	-6%	-54%	1%	-9%[1.84 µM]	3%	0%	9%	-5%	3	3%	35%
COC(=O)c1cccc(COC(=O)CNC(=O)c2ccco2)c1	5%	-5%[1.84 µM]	1%	-1%	6%	4%	4%	-1%	-1	0%	16%
O=S(=O)(c1ccc(Cl)s1)N1CCN(CCc2ccccc2)CC1	1%	-16%	0%	0%	-3%	-16%	-9%	2%	0	0%	15%
O=C(O)c1cc(-c2ccc(Cl)cc2)n[nH]1	9%	0%	-4%	0%	28%	·	-4%	-8%	-1	?	5%[0.365 µM]
O=C(O)c1cc(Br)ccn1	-7%	1%	0%	0%	-17%	27%	3%	-2%	1	6%	-18%
CN(C)S(=O)(=O)c1ccc(C(=O)Nc2cc(S(=O)(=O)Nc3ccccc3Cl)ccc2N2CCCCC2)cc1	?	-2%	0%	-3%	4%	5%	-4%	-2%	-3	1%	1%
COCCNC(=O)c1snc2ccc(Cl)cc12	-25%	27%	-13%	5%	0%	11%	-8%	8%	-6	-9%	?
CC(=O)c1cccc(N(CC(=O)NCC2CCCO2)C(=O)CCC(=O)Nc2cc(C)on2)c1 (configuration not stated)	0%	-10%	2%	4%	4%	-12%	5%	-2%	0	4%	20%
CCCn1c(=O)[nH]c2ccccc21	4%	-7%	0%	0%	1%	-1%	0%	0%	0	0%	-21%
CCCc1oc2c(c(=O)c1CC)C(=O)CC(C)(C)C2	22%	-16%	-1%	-3%	-1%	4%[0.365 µM]	5%	2%	18	9%	-20%
CC(=O)c1ccc(NS(=O)(=O)c2ccc(N)cc2)cc1	?	?	?	0%	-1%	?	11%	-3%	-1	-1%	-29%
COc1ccc(CC(=O)Nc2nc(-c3ccncc3)cs2)cc1	18µM*	0%	-11%	-6%	-3%	5%	-5%	-8%	19	-9%	?
COc1ccc(CCN(Cc2cccs2)S(=O)(=O)c2ccc(S(=O)(=O)N3CCC(C)CC3)cc2)cc1OC	3%	-11%	7%	2%	0%	-4%	4%	0%	2	8%	-14%
COc1ccccc1C1=CN(Cc2ccccc2)CCC1=O	3%	10%	0%	·	1%	·	2%	·	·	·	·

High-throughput results deposited in PubChem BioAssay by National Center for Advancing Translational Sciences (NCATS).
